# N370S GC mod: N370S glucocerebrosidase modulation, Gaucher chaperone candidate; N370S GC spleen homogenate, 4MU-glucoside fluorescence; Potency, µM (titrated, usually from 59.4 µM), without a hit: top-dose activity change, negative = inhibition, usual class: inhibitors; actives 0.092% (n = 330,000); AID 2101;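 further: 0% = full enzyme activity and -100% = no enzyme basal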
# GCN5L2 inh: inhibitors of human GCN5L2 histone acetyltransferase. Potency, µM (top dose mostly 58.9 µM), for inactives: at the top dose activity change, negative = inhibition, usual class: inhibitors. actives 0.21% (n = 390,000). Q92830. GCN5L2 HAT assay, ThioGlo1 CoA-SH fluorescence
#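 qHTS, 1536-well. 20nM enzyme, pH 7.5 HEPES/EDTA/Tween-20 buffer; 15 min compound preinc., RT. Start: 75uM H3(1-25), 70uM AcCoA, 50uM ThioGlo1. Read Ex340/Em540 at t=0 (autofluorescence flag) and t=20 min.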
# FEN1 inh: human FEN1 inhibition | Recombinant FEN1 flap cleavage, fluorescence, 15 min | AID 588795 | P39748 | Potency, µM (doses to about 114 µM), for inactives: at the highest dose activity change, negative = inhibition, hits mostly inhibitors | actives 0.35% (n = 390,000); further: nearly all actives have a fitted effect of over 65% in size
# Target sequence (P39748 whole entry, looked up): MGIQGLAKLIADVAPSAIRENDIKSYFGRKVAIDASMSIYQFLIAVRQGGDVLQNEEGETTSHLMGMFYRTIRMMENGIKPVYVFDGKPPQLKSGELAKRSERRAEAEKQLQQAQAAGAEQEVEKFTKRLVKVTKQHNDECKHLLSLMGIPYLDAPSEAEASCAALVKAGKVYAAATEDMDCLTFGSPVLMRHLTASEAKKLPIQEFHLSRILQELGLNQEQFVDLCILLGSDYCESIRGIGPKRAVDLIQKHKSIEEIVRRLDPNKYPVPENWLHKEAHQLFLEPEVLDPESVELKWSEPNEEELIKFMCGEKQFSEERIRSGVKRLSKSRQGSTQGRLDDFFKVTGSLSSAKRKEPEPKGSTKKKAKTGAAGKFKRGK
#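 Nuclease activity of 10 nM FEN1 was measured after 15 min of room-temperature exposure to titrated compounds, by adding 50 nM flap substrate and reading plates at 0 and 15 min.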
# The depositor's hits bear a star; ? = inconclusive; · = no result given; [ ] = another dose, or the depositor's remark. The call rests on the fitted dose curve; in most records, active means well fitted curve in the direction sought with a large enough effect; inconclusive means small, poorly fitted or top-dose-only effect, or another doubt; inactive means no such curve, though single readings can be large; an effect the other way counts as inactive or inconclusive. Unless noted, on the % scale 0 is the no-effect control and ±100 the full control effect; potency means the concentration at half of the fitted maximal effect. These rows are one share of the data; the hit share may differ from the screen's.
Compound | N370S GC mod | GCN5L2 inh | FEN1 inh
COc1cccc(COC(=O)c2sc3nc4n(c(=O)c3c2C)CCC4)c1OC | 1% | -3% | -2%
Cc1nn(CC(=O)NCCN2CCOCC2)c(=O)c2cc3sccc3n12 | 1% | -21% | -6%
COc1ccccc1CN1C[C@@H]2C[C@@H](c3ccc(C)cc3)N3CCC[C@@]23C1=O | 10% | 12% | -2%
Cc1ccc(S(=O)(=O)NCCSc2nnc(N)s2)cc1 | 3% | -2% | 2%
CC1(OC(=O)C2CCCC2)C(=O)C=C2C=C(c3ccsc3)N(Cc3ccco3)C=C2C1=O (stereo not given) | -1%[12.8 µM] | -13% | ?
Cc1cccc(NC(=O)c2cccc(C(F)(F)F)c2)c1 | 2% | -4% | -18%
N/N=C1\CCCc2nonc21 | -2% | 3% | 5%
COc1ccc(S(=O)(=O)N(C)C[C@H]2Oc3ccc(NC(=O)C4CC4)cc3C(=O)N([C@H](C)CO)C[C@@H]2C)cc1 | · | 0% | -10%
COc1ccc(CCN(Cc2cc3cc(C)ccc3[nH]c2=O)C(=O)N2CCCC2)cc1OC | -4% | -3% | 10%
NC(=O)/C(=C\c1ccccc1)NC(=O)c1ccc(NC(=O)c2ccccc2)cc1 | 9% | -3% | 1%
COC(=O)[C@H](CC(C)C)NC(=O)Nc1ccc(F)cc1 | 6% | 2% | -4%
COC(CN(C(=O)CCl)C(C(=O)NC1CCCCC1)c1ccccc1C)OC (stereo not given) | 0% | -4% | 7%
CCOC(=O)Cc1csc(NC(=O)CN2C(=O)c3ccccc3S2(=O)=O)n1 | 1% | 1% | 2%
Cc1ccc(C)c(NC(=S)NCc2cccn2C)c1 | 14% | -6% | ·
C/C(=N\N1CCN(C2c3ccccc3-c3ccccc32)CC1)c1cccnc1 | 8% | 0% | -18%
COc1ccc(CNC(=O)Cc2csc(Nc3nc(=S)[nH]c4ccccc34)n2)cc1 | 7% | -12% | -1%
Cc1nn(C)c(C)c1NS(=O)(=O)c1ccc(OC(F)(F)F)cc1 | -6% | 0% | -1%
COc1ccc(OCC(=O)NCc2cccnc2)cc1 | 3% | -1% | -2%
CCN1CCN(CCCNC(=O)c2ccc3nc(Cc4ccc(OC)cc4)oc3c2)CC1 | · | -4% | 18%
CC1CCC(NC(=O)c2ccc3c(c2)N(Cc2cccc(Cl)c2)C(=O)c2ccccc2S3(=O)=O)CC1 (stereo not given) | · | -9% | -16%
CC(C)(C)N1C(=O)[C@H]2[C@@H](c3ccc(Br)cc3)N3C(=O)N(c4ccccc4)C(=O)[C@@]3(C)[C@H]2C1=O | -13% | 0% | -6%
Cc1nn(CC(=O)NCCCN2CCN(C)CC2)c(=O)c2cc(-c3ccccc3)nn12 | -2% | 2% | -4%
COc1ccc(S(=O)(=O)N2CCOCC2)cc1NC(=O)c1cc(=O)[nH]c2ccccc12 | · | 0% | 6%
CN(C)c1oc(-c2ccco2)nc1C#N | 3% | 3% | -10%
Cc1ccc(S(=O)(=O)N2N=C3CCCCC3C2(O)C(F)(F)F)cc1 (stereo not given) | 0% | -5% | -2%
COc1ccc(CCn2c(N3CCN(C)CC3)nc3c2c(=O)[nH]c(=O)n3C)cc1 | 0% | 1% | 3%
C[C@H](CO)N1C[C@H](C)[C@H](CN(C)C(=O)Nc2ccc(C(F)(F)F)cc2)Oc2c(NC(=O)c3ccncc3)cccc2C1=O | · | -13% | 13%
COc1ccc(C2=NOC(COC(=O)c3ccc4ccccc4n3)C2)cc1 (stereo not given) | 6% | 0% | 0%
COc1ccc(C(N)=O)cc1NC(=O)CC(O)(C(F)(F)F)C(F)(F)F | 3% | 0% | 6%
C#CCSc1nnc(-c2ccccc2)c(=O)[nH]1 | 0% | -16% | 0%

# The final 2 records of the section above come first, to join the parts:
Compound | N370S GC mod | GCN5L2 inh | FEN1 inh
COc1ccc(C(N)=O)cc1NC(=O)CC(O)(C(F)(F)F)C(F)(F)F | 3% | 0% | 6%
C#CCSc1nnc(-c2ccccc2)c(=O)[nH]1 | 0% | -16% | 0%
FC(F)(F)c1cccc(NC(=S)N2CCN(c3ccccc3)CC2)c1 | -1% | 9% | 1%
CC1=NN(C(=O)c2ccccc2Cl)C(O)(c2ccccc2)C1 (stereo not given) | -3% | -7% | -17%
CN(C)C(=S)SCC(=O)NCc1ccc(F)cc1 | -2% | -2% | -5%
O=Cc1ccc(-c2ccc(Cl)cc2Cl)[nH]1 | 0% | -3% | -8%
CCC(C(=O)n1cccc1C#N)c1ccccc1C (stereo not given) | · | ? | -14%
CCNc1nc2ccccc2[nH]1 | -2% | -11% | 3%
COc1cc(C(=O)Oc2ccc3c(c2)OCC3=O)cc(OC)c1OC | -4% | -6% | -3%
Cn1c(=O)c2c(nc(N/N=C/c3cccs3)n2Cc2ccc(Br)cc2)n(C)c1=O | -4% | -4% | 13%
C[C@H](NC(=O)c1nc[nH]c1C(=O)N1CCNCC1)C(=O)OC(C)(C)C | 2% | 0% | -16%
CC(C)NC(=O)CSc1nc2[nH]ncc2c(=O)[nH]1 | -7% | 2% | 20%
CCOC(=O)C1=C(c2ccccc2)NC(=O)NC1c1cc(OC)c(OC)cc1OC (stereo not given) | -5% | -6% | 17%
COc1cccc(CC(=O)OCC(=O)N(C)CC(=O)Nc2ccc(F)cc2)c1 | -28% | 1% | -9%
CCCCCNC(=O)c1ccc2c(=O)n(CC3CCCO3)c(=S)[nH]c2c1 (stereo not given) | 13% | 2% | -12%
Cc1cc(C(=O)Nc2ccc(S(=O)(=O)Nc3onc(C)c3C)cc2)c(C)o1 | 2% | -12% | 25%
CCN(CC(=O)Nc1ccc(NC(C)=O)cc1)C(=O)C1CCCC1 | · | -3% | 8%
CC(OC(=O)c1cc(=O)[nH]c2ccccc12)C(=O)Nc1ccc(Cl)cn1 (stereo not given) | · | -4% | 6%
CCOc1ccc(CCN2C(=O)c3cccnc3C2=O)cc1OCC | 5% | -7% | -3%
Cc1nn(-c2ccccc2)c2nc(C3CC3)cc(C(=O)Nc3cccc(F)c3)c12 | · | -5% | 3%
Cc1cccc(C2NC(c3cccc(C)c3)C([N+](=O)[O-])C(C)(C)C2[N+](=O)[O-])c1 (stereo not given) | 1% | -6% | -6%
CN(C)CCn1c(=S)[nH]c2ccccc2c1=O | -6% | 2% | 10%
O=C(CCc1ccccc1)N1N=C(c2ccncc2)CC1(O)C(F)(F)F (stereo not given) | -1% | 0% | 16%
C#CCOCCOCCOCCNc1nc(N2CCN(C(=O)[C@H](CCC(=O)O)n3cc(C(N)CC(C)C)nn3)CC2)nc(N2CCN(C(=O)[C@H](Cc3cc4ccccc4[nH]3)n3cc(C(N)CC(C)C)nn3)CC2)n1 (stereo not given in full) | -7% | 2% | 7%
O=C1NC[C@H](CC2CCCCC2)N(CCc2cccc(F)c2)C1=O | -9% | -1% | 15%
COc1cccc(CN(C)CC(=O)Nc2ccccc2C(=O)NC2CC2)c1 | · | -9% | 5%
O=C(Nc1cccc(F)c1)Nc1ccnn1C1CCN(C(=O)c2ccccn2)CC1 | -1% | -3% | 6%
O=CNC(=O)c1ccccc1C(=O)O | -5% | 3% | 3%
O=S(=O)(CC(CN1CCOCC1)N1CCOCC1)c1ccccc1 (stereo not given) | -4% | 22% | 17%
Cc1ccc(S(=O)(=O)N2CCC(C(=O)Nc3ccccc3N3CCCCC3)CC2)cc1C | 4% | -4% | 0%
O=S(=O)(NCCSc1ccccc1)c1ccc(F)cc1 | 4% | -3% | -8%
CCOc1ccccc1Nc1nnc(SCC(=O)Nc2nc(-c3ccc(OC)cc3)cs2)s1 | -4% | -2% | -13%

# Following part:
smiles | N370S GC mod | GCN5L2 inh | FEN1 inh
CCC(=O)Nc1ccc(C(=O)N2CCN(C(=O)c3ccco3)CC2)cc1 | -2% | 1% | -10%
O=C(CCN1C(=O)C2C3CCC(C3)C2C1=O)Nc1ccc(Br)cc1 (stereo not given) | 1% | 5% | -4%
CCc1nnc(NC(=O)CSC(=S)N2CCOCC2)s1 | -13% | -1% | 3%
CCN(CC)S(=O)(=O)c1ccc2c(c1)c(=O)c(C(=O)NCc1ccccc1)cn2C | · | -2% | 1%
CN(CC(=O)Nc1ccc(Cl)c(Cl)c1)C(=O)CNC(=O)Cc1ccccc1 | · | 1% | -11%
CCc1ccc(-n2nc3ccc(NC(=O)c4cc(Cl)c(OC)c(Cl)c4)cc3n2)cc1 | · | -7% | 1%
O=C(Nc1ccc(Nc2ccncc2)cc1)c1ccc(Nc2ccnc3ccc([N+](=O)[O-])cc23)cc1 | -18% | ? | ?
Cc1nnc(SC(C)C(=O)N(C)C2CCCCC2)n1N (stereo not given) | · | -5% | 18%
Cc1cccc(C(=O)NCCC(=O)N2CCc3ccccc3C2)c1 | · | 2% | -1%
CCC(=O)N1c2ccc(S(=O)(=O)NCCc3ccc(OC)c(OC)c3)cc2CC1C (stereo not given) | -18% | -1% | 15%
CCCC(=O)NCCCc1nc2ccccc2n1CC | 1% | 0% | 0%
CCN(CC)S(=O)(=O)c1ccc(N2CCCCC2)c(NC(=O)c2ccncc2)c1 | -12% | -2% | 0%
Cc1nn(CC#N)c(=O)n1-c1ccc(C(C)C)cc1 | 10% | 5% | -19%
CCOC(=O)[C@H]1[C@H]2COc3ccc(C)cc3[C@@H]2N2C(=O)[C@@H](CO)NC(=O)[C@@]12C | · | 0% | -11%
CC(C(=O)N1CCCC1)N1CCN(S(=O)(=O)c2ccc(C(C)(C)C)cc2)CC1 (stereo not given) | · | -19% | -2%
Cc1cccc(CNC(=O)Cn2ccc3cc(S(=O)(=O)N4CCC(C)CC4)ccc32)c1 | · | -2% | 9%

# 5 entries picked at random from the list so far, as already listed:
smiles | N370S GC mod | GCN5L2 inh | FEN1 inh
O=C(Nc1ccc(Nc2ccncc2)cc1)c1ccc(Nc2ccnc3ccc([N+](=O)[O-])cc23)cc1 | -18% | ? | ?
Cc1cccc(CNC(=O)Cn2ccc3cc(S(=O)(=O)N4CCC(C)CC4)ccc32)c1 | · | -2% | 9%
COc1ccc(CCN(Cc2cc3cc(C)ccc3[nH]c2=O)C(=O)N2CCCC2)cc1OC | -4% | -3% | 10%
Cc1ccc(C)c(NC(=S)NCc2cccn2C)c1 | 14% | -6% | ·
CCC(=O)Nc1ccc(C(=O)N2CCN(C(=O)c3ccco3)CC2)cc1 | -2% | 1% | -10%

# (continued)
smiles | N370S GC mod | GCN5L2 inh | FEN1 inh
CCOC(=O)N1CCC(NS(=O)(=O)c2ccc(C#N)cc2)CC1 | -3% | -2% | 0%
Nc1ccc(C(=O)OCC(=O)N2CCN(C(=O)c3ccco3)CC2)cc1[N+](=O)[O-] | 8% | 13% | 2%
S=C(NCc1ccc(Cl)cc1)NC1CCCCC1 | -6% | -2% | -21%
Oc1ccc(-c2nncn2-c2ccccc2)cc1 | -5% | 13% | 8%
Cc1ccc(-c2nnn(CC(=O)Nc3cccc4c3CCCC4)n2)o1 | 0% | 0% | -4%
Cc1ccc2oc(=O)ccc2c1 | -18% | · | -2%
CCc1ccc(NC(=O)NCCN2CCN(c3ccc(OC)cc3)CC2)cc1 | -4% | -2% | -1%
COc1ccc(C)cc1N(CC(=O)NC1CCCC1)C(=O)CCC(=O)Nc1nc(C)cs1 | -3% | -5% | 0%
Cn1ccsc1=NC(=O)c1ccc(OC(F)(F)F)cc1 | 10% | -1% | 0%
CC(CCC(=O)Nc1nncs1)C(=O)O (stereo not given) | -5% | -24% | 23%
CN(C)c1nc(-c2ccccc2)nnc1C(F)(F)F | 9% | -1% | 8%
COCCNC(=O)c1cnn(-c2ccc(C)cc2C)c1C1CCN(C(=O)OC(C)(C)C)CC1 | · | 21% | -1%
CC(C)(C)c1ccccc1OCCN1CCCC1 | 2% | 29% | -15%
COC(=O)CC1=C(C(=O)OC)[C@@H](c2ccccc2[N+](=O)[O-])C(C#N)=C(N)O1 | 0% | -2% | -4%
CC(C)CSc1nc2c(c(=O)[nH]c(=O)n2C)n1CC(O)COc1cccc2ccccc12 (stereo not given) | 3% | -2% | 1%
CC(C)CN(C(=O)CCC(=O)OCC(=O)NCCc1ccccc1)c1c(N)n(CC(C)C)c(=O)[nH]c1=O | 0% | 1% | -1%
O=C(CSc1nc2ccc(S(=O)(=O)N3CCOCC3)cc2[nH]1)N1CCOCC1 | 2% | -17% | 4%
COc1ccccc1N(CC(O)COc1ccccc1)S(=O)(=O)c1ccccc1 (stereo not given) | -16% | -4% | -12%
COc1ccc(C2CC(=O)c3cc(-c4nc(-c5ccc(Cl)cc5)cs4)c(=O)[nH]c3C2)cc1OC (stereo not given) | · | -2% | 13%
Cc1cccc(NC(=O)CN(CC2CCCO2)C(=O)c2oc3ccc(F)cc3c2C)c1C (stereo not given) | · | 0% | -3%
CCOC(=O)C1(Cc2cccc(F)c2)CCN(Cc2cn(CC)nc2C)CC1 | 3% | 1% | -3%
Cc1cccc(C(=O)n2nc(C)c(S(=O)(=O)N3CCOCC3)c2C)c1 | · | -3% | 9%
COc1ccc(NC(=O)CCS(=O)(=O)c2ccc3c(c2)CCN3C(C)=O)cc1 | ? | ? | -5%
NC(=O)c1cc(Br)cc(C2CCCCC2)c1O | ? | 0% | -23%
